Mtb FBA inh = inhibits M. tuberculosis FBA enzyme. P9WQA3. purified M. tuberculosis FBA, fluorescence read-out. inhibition, % at 1 µM. 2.3% of 360,000 active. AID 588726; in the data active = inhibition above about 27%;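 note: 0% = vehicle and 100% = reference inhibitor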
Yp Topo-I inh = blocks Yersinia pestis topoisomerase I activity; Y. pestis Topo-I cleavage product accumulation, plate reader; activity, % at 10 µM; 0.064% of 360,000 active; in the data active = activity above about 50%, passing the limit was not always enough; inconclusive = no clear call, values can overlap the other calls; note: inactives centre near 2
GDH-TPI counter = inhibits GDH-TPI coupling enzymes, artifact for Mtb FBA screen | GDH-TPI coupled enzyme counterscreen, NADH absorbance | 1.2% of 360,000 active | inhibition, % at 4.8 µM; in the data active = inhibition above about 30%;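 note: 0% = DMSO wells and 100% = wells lacking the enzyme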
TcdB GH inh = blocks C. difficile toxin B glycohydrolase activity | inhibition, % at 9.99 µM | TcdB glycohydrolase enzymatic assay, plate reader | 0.24% of 350,000 active | AID 652162 | P18177; in the data active = inhibition above about 10%
Target sequence (P18177 whole entry, looked up): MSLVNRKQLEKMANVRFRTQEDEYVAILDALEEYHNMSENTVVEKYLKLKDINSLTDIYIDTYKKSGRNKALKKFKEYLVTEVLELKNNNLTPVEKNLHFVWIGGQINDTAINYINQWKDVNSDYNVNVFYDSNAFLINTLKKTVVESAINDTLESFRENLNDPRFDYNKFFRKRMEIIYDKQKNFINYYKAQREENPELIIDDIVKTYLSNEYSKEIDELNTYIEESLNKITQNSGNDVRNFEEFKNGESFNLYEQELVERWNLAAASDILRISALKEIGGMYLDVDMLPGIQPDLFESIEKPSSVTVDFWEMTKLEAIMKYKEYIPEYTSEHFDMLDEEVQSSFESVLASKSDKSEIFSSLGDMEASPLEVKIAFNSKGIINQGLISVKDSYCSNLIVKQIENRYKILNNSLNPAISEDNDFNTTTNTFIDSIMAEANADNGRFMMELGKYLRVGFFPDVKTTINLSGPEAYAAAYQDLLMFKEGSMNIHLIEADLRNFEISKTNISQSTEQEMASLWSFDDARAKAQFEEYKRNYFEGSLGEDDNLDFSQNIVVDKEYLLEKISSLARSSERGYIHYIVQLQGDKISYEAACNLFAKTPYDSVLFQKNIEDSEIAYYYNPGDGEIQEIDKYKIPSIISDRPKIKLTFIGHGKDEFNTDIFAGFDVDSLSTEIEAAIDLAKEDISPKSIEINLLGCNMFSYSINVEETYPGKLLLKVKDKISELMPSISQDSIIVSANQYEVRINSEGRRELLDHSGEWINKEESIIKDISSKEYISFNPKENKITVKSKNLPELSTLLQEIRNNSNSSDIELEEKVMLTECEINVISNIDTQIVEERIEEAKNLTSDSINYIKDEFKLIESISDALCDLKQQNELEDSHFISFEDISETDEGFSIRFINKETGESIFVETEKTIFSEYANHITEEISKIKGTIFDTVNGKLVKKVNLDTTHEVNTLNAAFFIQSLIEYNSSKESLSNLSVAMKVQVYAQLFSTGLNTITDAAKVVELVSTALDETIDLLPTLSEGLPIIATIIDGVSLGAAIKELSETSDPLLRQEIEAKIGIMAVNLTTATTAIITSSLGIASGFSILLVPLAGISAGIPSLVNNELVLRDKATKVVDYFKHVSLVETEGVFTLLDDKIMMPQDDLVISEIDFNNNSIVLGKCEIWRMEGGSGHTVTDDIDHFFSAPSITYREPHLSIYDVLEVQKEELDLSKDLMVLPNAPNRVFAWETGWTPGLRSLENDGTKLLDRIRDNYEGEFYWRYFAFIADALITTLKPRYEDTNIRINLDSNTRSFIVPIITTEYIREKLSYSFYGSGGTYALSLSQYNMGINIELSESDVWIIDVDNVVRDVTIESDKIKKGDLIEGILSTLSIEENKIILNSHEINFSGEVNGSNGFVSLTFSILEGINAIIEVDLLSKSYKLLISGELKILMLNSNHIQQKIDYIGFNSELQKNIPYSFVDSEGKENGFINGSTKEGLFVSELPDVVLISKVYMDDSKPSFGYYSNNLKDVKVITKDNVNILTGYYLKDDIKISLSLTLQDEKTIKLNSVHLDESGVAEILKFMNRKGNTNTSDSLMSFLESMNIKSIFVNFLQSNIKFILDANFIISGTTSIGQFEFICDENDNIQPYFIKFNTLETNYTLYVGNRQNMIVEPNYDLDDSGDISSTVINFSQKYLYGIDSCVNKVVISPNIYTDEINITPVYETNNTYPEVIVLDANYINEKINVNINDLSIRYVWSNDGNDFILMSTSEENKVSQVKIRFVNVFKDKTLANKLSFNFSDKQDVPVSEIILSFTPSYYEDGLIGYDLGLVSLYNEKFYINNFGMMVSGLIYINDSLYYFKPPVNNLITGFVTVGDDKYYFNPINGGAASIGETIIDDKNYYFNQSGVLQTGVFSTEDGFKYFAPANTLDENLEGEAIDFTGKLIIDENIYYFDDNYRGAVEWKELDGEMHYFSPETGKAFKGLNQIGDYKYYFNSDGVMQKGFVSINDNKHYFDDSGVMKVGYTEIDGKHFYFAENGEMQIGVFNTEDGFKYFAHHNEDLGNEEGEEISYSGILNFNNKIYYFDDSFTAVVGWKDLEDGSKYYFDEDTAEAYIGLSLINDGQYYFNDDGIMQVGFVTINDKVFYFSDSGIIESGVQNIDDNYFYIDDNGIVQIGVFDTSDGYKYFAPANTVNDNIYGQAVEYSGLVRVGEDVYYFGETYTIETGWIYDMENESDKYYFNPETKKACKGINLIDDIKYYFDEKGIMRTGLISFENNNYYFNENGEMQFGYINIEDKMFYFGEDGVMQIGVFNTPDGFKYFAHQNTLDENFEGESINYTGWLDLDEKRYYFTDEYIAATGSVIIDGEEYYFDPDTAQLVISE
BH1578 lux ind = induces V. cholerae light production without autoinducers | V. cholerae BH1578 lux reporter, luminescence, 6 h | activation, % at 18.7 µM | 0.16% of 350,000 active; in the data active = activation mostly above about 9.7%, no sharp cut-off; inconclusive = no clear call, values can overlap the other calls; inactive = mostly below about 3.7%; note: not every result past the cut was called active; inactives centre near 0; reference of the scale not given here
UGM FP inh = inhibitors of M. tuberculosis UDP-galactopyranose mutase | purified UGM, fluorescence polarization probe displacement | 0.06% of 320,000 active | inhibition, % at 10 µM; in the data active = inhibition above about 10%, passing the limit was not always enough; inconclusive = no clear call, values can overlap the other calls
PfHsp40 yeast = restores yeast growth despite PfHsp40 toxicity; AID 504582; 0.68% of 340,000 active; growth rescue, % at 12.5 µM; S. cerevisiae expressing PfHsp40, growth rescue, ATP luminescence; in the data active = growth rescue above about 28%, passing the limit was not always enough; inconclusive = no clear call, values can overlap the other calls;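 note: yeast W303a lacking pdr1 and pdr3 grown in galactose medium; growth measured after three days at 30 °C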
BioA inh = inhibitors of Mycobacterium tuberculosis BioA enzyme. 0.096% of 360,000 active. AID 602481. inhibition, % at 9.99 µM. purified M. tuberculosis BioA enzyme, plate reader; in the data active = inhibition above about 40%; inconclusive = no clear call, values can overlap the other calls
FadD28 binding = M. tuberculosis FadD28 bisubstrate binding inhibition | FadD28 bisubstrate probe binding, fluorescence polarization | inhibition, % at 12.5 µM | 0.22% of 360,000 active | AID 588549; in the data active = inhibition above about 8.5%, passing the limit was not always enough; inconclusive = no clear call, values can overlap the other calls
An asterisk follows results filed as active; i = inactive; ? = inconclusive; nt = no result given; & = joins results of further samples.

SMILES	Mtb FBA inh	Yp Topo-I inh	GDH-TPI counter	TcdB GH inh	BH1578 lux ind	UGM FP inh	PfHsp40 yeast	BioA inh	FadD28 binding
O=C(CCc1nc2ccccc2s1)NCc1ccccc1F	-3	-1	-1	0.5	i	-0.8	-1.1	nt	-2.4
CN(N=Nc1cccc([N+](=O)[O-])c1)c1cccc([N+](=O)[O-])c1	0	-7	5	0.9	-0.2	-2.6	2.6	nt	-1.9
CC(=O)C1=C(Nc2ccccc2)CC(C)(O)C(C(C)=O)C1c1ccccc1 (stereo not drawn)	-1	0	13	-0.5	-0.6	-0.3	-1.2	-0.5	-1.7
S=C(NCc1ccccc1)N1CCc2ccccc2C1	-2	15	1	1.2	-0.4	-0.8	2.1	nt	-4.5
CN(Cc1nc(-c2cccs2)no1)CC1COCCO1 (stereo not drawn)	-3	0	-2	nt	i	-1.4	-1.0	nt	-0.5
COc1cc(NC(=O)c2ccno2)cc(C(=O)Nc2cccc(C(F)(F)F)c2)c1	0	-12	-1	-9.0	i	0.1	2.2	7.9	-23
COc1cccc(C(O)c2nc(-c3ccc(C)c(C)c3)cs2)c1 (stereo not drawn)	-4	2	8	0.7	-0.5	nt	nt	-1.9	-1.4
COc1ccc(CN2CCNC(=O)C2CC(=O)NCCCn2cccn2)cc1C (stereo not drawn)	0	4	4	1.5	i	2.2	-0.4	-0.5	0.1
CC(C)(C)C(=O)Nc1ccc(N2CCN(C(=O)c3cccs3)CC2)cc1	-1	2	-14	0.5	0.5	nt	nt	0.1	-2.5
O=C(CSc1nc2ccccc2c(=O)[nH]1)Nc1ccc(C(=O)O)cc1	6	1	11	0.0	-0.2	3.9	1.8	-2.6	-3.1
CN1CCN(CC(O)COC(c2ccccc2)c2ccccc2)CC1 (stereo not drawn)	0	4	2	-5.2	-0.2	3.0	0.4	nt	-1.8
Cc1ccc(NC(=O)CSc2ccc3nnc(CCNC(=O)c4ccccc4)n3n2)c(C)c1	-1	-6	0	nt	-0.3	0.6	3.0	nt	-18
O=C(CN1C(=O)c2ccccc2S1(=O)=O)NCCc1ccccc1	2	4	2	1.9	-0.3	1.4	0.4	-0.8	0.9
O=C(OCC(=O)N1CCN(c2ccccc2)CC1)c1ccco1	0	9	-11	nt	2.9	nt	0.5	-2.3	-3.4
COc1ccc(S(=O)(=O)Nc2c(C)nc3nc(C)[nH]n3c2=O)cc1	4	0	-4	-7.5	-0.3	1.3	-0.1	-1.3	-1.7
Cc1cccc(OCCC(=O)N(C)CC(=O)Nc2cccc3ccccc23)c1	-3	0	6	3.8	i	-1.9	2.4	0.1	-0.2
CCN(Cc1ccccc1)C(=O)c1ccc2c(=O)n3c(nc2c1)CCC3	-1	6	4	-0.5	-4.2	nt	1.2	-0.5	-4.1
COc1ccc(NC(=O)CN(C)C(=O)c2c(-c3c(F)cccc3Cl)noc2C)cc1	-3	-5	-2	3.2	i	1.1	1.0	-1.2	-2.8
COC(=O)C1(C)CCCC2(C)C3CCC(C(C)C)C(CO)C3C(CO)CC12 (stereo not drawn)	-1	28	18	1.9	i	nt	nt	-0.8	-2.3
Cc1ccc(NS(=O)(=O)c2cc3c4c(cccc4c2)C(=O)NC3=O)cc1	1	-1	16	-1.0	-0.3	-1.5	-1.6	nt	0.1
O=C(NCc1ccccc1)C(c1ccccc1)N(Cc1cccs1)C(=O)c1cnccn1 (stereo not drawn)	-1	34	-3	nt	-0.2	-0.7	3.6	2.0	-4.2
Cc1ccc(S(=O)(=O)N2CCOCC2)cc1NC(=O)COC(=O)COc1ccccc1[N+](=O)[O-]	0	13	6	1.3	1.8	0.9	-0.4	-3.3	-0.8
CSc1ccccc1NC(=O)c1ccccc1C	1	6	1	1.1	i	1.3	-1.7	-1.7	-1.3
Cc1ccc2c(c1)N(CC(=O)N1CCOCC1)C(=O)CO2	-2	7	1	0.2	-0.4	-7.5	-0.4	-3.8	0.9
Cc1cc(SCC(=O)N/N=C/c2ccc(O)cc2O)nc2ccccc12	3	-5	24	-0.7	-0.7	4.0	-0.1	6.8	-1.6
Cc1ccc(-n2c(Cn3cnc4ccccc43)nnc2SCC(=O)O)cc1	1	-9	3	nt	-1.8	2.4	-0.8	2.8	-3.1
O=C(NNc1nc2ccccc2s1)c1ccc(F)cc1	-1	-5	-3	3.7	-0.2	nt	-1.3	-0.4	-0.9
Cc1cc(C)cc(NC(=O)CCCN2C(=O)C(c3ccccc3)Oc3cccnc32)c1 (stereo not drawn)	-1	32	3	-0.5	-0.4	0.7	3.7	-0.2	-4.1
COC(=O)C1=C(CSc2nc3ccccc3o2)NC(=O)NC1c1cc(C)ccc1C (stereo not drawn)	6	7	7	nt	-0.5	0.2	3.2	-0.5	-2.8
COc1ccc(NC(=S)N(CCC(C)C)C2CCN(C(C)C)CC2)cc1Cl	0	4	0	1.2	1.5	-0.4	0.7	1.8	-0.3

Part of the list above, as comma-separated lines.
compound,Mtb FBA inh,Yp Topo-I inh,GDH-TPI counter,TcdB GH inh,BH1578 lux ind,UGM FP inh,PfHsp40 yeast,BioA inh,FadD28 binding
Cc1ccc(-n2c(Cn3cnc4ccccc43)nnc2SCC(=O)O)cc1,1,-9,3,nt,-1.8,2.4,-0.8,2.8,-3.1
O=C(NNc1nc2ccccc2s1)c1ccc(F)cc1,-1,-5,-3,3.7,-0.2,nt,-1.3,-0.4,-0.9
Cc1cc(C)cc(NC(=O)CCCN2C(=O)C(c3ccccc3)Oc3cccnc32)c1 (stereo not drawn),-1,32,3,-0.5,-0.4,0.7,3.7,-0.2,-4.1
COC(=O)C1=C(CSc2nc3ccccc3o2)NC(=O)NC1c1cc(C)ccc1C (stereo not drawn),6,7,7,nt,-0.5,0.2,3.2,-0.5,-2.8
COc1ccc(NC(=S)N(CCC(C)C)C2CCN(C(C)C)CC2)cc1Cl,0,4,0,1.2,1.5,-0.4,0.7,1.8,-0.3

(listing goes on)
SMILES	Mtb FBA inh	Yp Topo-I inh	GDH-TPI counter	TcdB GH inh	BH1578 lux ind	UGM FP inh	PfHsp40 yeast	BioA inh	FadD28 binding
CCOC(=O)C1(Cc2ccc(OC)cc2)CCN(C(=O)c2cc3ccccc3[nH]2)CC1	-2	18	-2	nt	-0.2	0.9	-0.1	nt	-4.4
S=c1[nH]nc(-c2ccccn2)n1/N=C/c1ccccc1	0	3	11	5.0	i	-0.1	2.4	nt	-1.1
COc1ccc(C(=O)NNC(=S)NC(=O)c2ccc(F)cc2)cc1Br	3	-3	11	0.8	4.0	2.6	nt	0.2	-2.4
CC12CN3CC(C)(CN(C1)C3c1cc3ccccc3[nH]1)C2=O (stereo not drawn)	23	-14	-1	nt	i	2.5	0.0	nt	0.2
Cc1ccc(S(=O)(=O)N(C)C)cc1NC(=O)COC(=O)/C=C/c1cnc2ccccc2n1	0	5	13	-0.8	i	-1.8	0.6	-0.8	-0.2
CC1(C(=O)NS(=O)(=O)c2ccc(F)cc2F)CCN1C(=O)CC1CCCC1 (stereo not drawn)	-1	7	-4	0.3	i	nt	nt	0.0	-3.3
COc1cccc(-c2cc3c(-n4cccc4)ncnc3o2)c1	5	11	24	nt	-1.0	1.9	2.0	-0.7	-6.7
CCCc1nc2c(s1)CCc1onc(-c3ccc(Cl)cc3)c1-2	1	-4	14	0.9	i	0.6	-0.5	0.4	0.3
COc1ccccc1NS(=O)(=O)c1cc(C(=O)NCCCN2CCCC2=O)ccc1C	2	3	-3	-0.7	3.6	nt	-0.5	-0.7	-0.1
CCN(CC)C(=O)CSc1nnc(CCNC(=O)OC(C)(C)C)o1	0	2	8	nt	i	0.7	-0.7	-1.2	-0.3
Cc1cccc(Nc2nnc(SCC(=O)Nc3ccccc3[N+](=O)[O-])s2)c1C	3	22	7	nt	i	0.5	1.7	nt	-4.6
Cn1cc(S(=O)(=O)NC[C@H]2O[C@@H](n3cnc4c(N)ncnc43)[C@H](O)[C@@H]2O)cn1	6	-3	6	0.0	i	nt	0.0	-1.9	-0.5
NC1=NC(=O)/C(=C\c2ccsc2)S1	8	1	21	-0.6	3.6	-0.6	-0.8	nt	0.9
O=C(COc1cccc2ccccc12)N/N=C/c1ccccc1OCc1ccc(C(=O)O)cc1	-2	-12	2	5.3	-0.9	-0.7	0.4	nt	-2.6
Cc1[nH]n(-c2ccccc2)c(=O)c1C(=O)c1ccccc1	1	0	6	0.6	i	1.0	1.2	-1.0	-1.9
C/C=C/C=C/C(=O)N1CC2(CC(c3cccc(NC(=O)CCCCC)c3)=NO2)C[C@H]1C(N)=O (stereo partly drawn)	4	3	-6	-2.1	i	-0.5	0.3	-1.3	-8.1
O=C(Nc1ccccc1)Nc1ccc(Br)c(Cl)c1	3	-9	-15	nt	-0.2	-2.0	0.9	-0.3	-4.3
O=C(NC1CC1)c1[nH]c(C(F)(F)F)nc1-c1ccccc1	-2	nt	nt	3.0	nt	nt	nt	0.0	-0.4
CC(=O)c1ccc(N2CCN(C(=O)C3CCN(S(=O)(=O)c4ccc5c(c4)CC(C)N5C(C)=O)CC3)CC2)cc1 (stereo not drawn)	-3	31	25	1.5	-2.0	1.6	-0.7	0.4	-0.1
N#CCCN(C(=O)Nc1ccccc1)c1ccccc1	0	1	-5	nt	i	-0.8	66*	0.2	-4.6
O=C(Nc1cccc(C(F)(F)F)c1)c1ccc(Cn2cc(Br)cn2)o1	-4	-7	-11	nt	i	-0.7	2.3	0.9	-8.0
Cc1cccc(NC(=O)C2CCCN2S(=O)(=O)c2ccc(F)cc2)c1C (stereo not drawn)	-4	-8	11	nt	9.1	0.6	0.6	-4.9	-2.8
COc1cc(OC)c(NC(=S)Nc2cccc(C)c2)cc1Cl	1	-4	8	nt	i	-0.6	0.3	0.0	-2.0
CCOC(=O)C1CCN(C(=O)Cn2nc(CC)n3cccc3c2=O)CC1	-3	0	1	-1.9	-0.2	0.7	0.3	-0.4	-2.7
CCOC(=O)c1c(Nc2ccccc2)sc(/C=C2\C=Nc3ccccc32)c1O	-5	1	-2	nt	-6.2	-3.8	0.3	-2.1	-3.2
O=C(Cn1cc2c(n1)CCCC2)NCC1CCCO1 (stereo not drawn)	4	-5	-6	0.6	0.4	-3.0	-0.2	-5.7	2.1
COc1ccccc1CNCC(O)Cn1c2ccccc2c2ccccc21 (stereo not drawn)	2	0	11	nt	-0.2	-1.9	-0.6	nt	-6.0
O=C(COC(=O)c1ccco1)c1ccc(F)cc1	9	-1	4	1.6	-1.2	0.0	-0.2	2.7	0.4
COc1ccc(CCNCc2ccccn2)cc1OC	0	5	4	nt	-0.8	-1.0	-1.5	3.6	1.3
CC(C)(C)c1nnc2sc(SCC(=O)N3CCc4ccccc43)nn2c1=O	4	13	6	0.5	-0.4	0.4	0.4	0.3	0.0
CCC(=O)N1CCN(c2ccc(Cl)cc2NC(=O)Cc2ccc(Cl)cc2)CC1	2	21	2	nt	4.1	-0.8	1.1	11	-1.1
Cc1c(C=O)c2ccccn2c1C(=O)c1cccs1	20	1	12	2.5	-1.0	-2.1	0.1	nt	-1.5
CCOc1ccccc1CN1CCNC(=O)C1CC(=O)NCCc1ccccn1 (stereo not drawn)	0	18	-4	1.3	0.8	-0.6	?	-0.8	-0.4
COC(=O)c1[nH]c(C)c(/C(O)=C2\C(=O)C(=O)N(CCN3CCOCC3)C2c2cccnc2)c1C (stereo not drawn)	-1	4	11	nt	i	-1.2	1.5	1.6	-2.7
O=C1CC[C@H](O)CCN1[C@H](CSc1ccc(Br)cc1)Cc1ccccc1	4	11	7	0.9	-0.3	2.2	1.2	1.6	-1.7
COC(=O)c1[nH]c2ccccc2c1NC(=O)/C=C/c1ccc2c(c1)OCO2	1	2	23	2.2	-0.3	-1.6	3.2	-0.5	-0.6
CCCCCCSc1cccc(-c2nc3ccc(Cl)cn3c2NCc2ccccc2)c1	2	18	22	1.2&-0.1	-1.2	2.5	-2.2	-1.1	0.7
CCOc1ncnc2c1sc1nc3c(cc12)COC(C)(C)C3	0	-4	18	-1.9	-0.4	nt	-0.3	nt	-1.7

Bioassay records: PubChem BioAssay, several laboratories
